Source: PubChem (several laboratories)
TRPC4 act: activators of mouse TRPC4 channel. HEK293 TRPC4beta/mu-opioid, Fluo4 calcium fluorescence; hits give high values. B-score at 10 µM. actives 0.49% (n = 310,000). AID 2237;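 active = B-score above 5 SD of library B-scores, and initial fluorescence ratio not above library mean plus 5 SD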;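 also: positive B-score marks a calcium rise read as TRPC4 activation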
Target sequence (Q9QUQ5 whole entry, looked up): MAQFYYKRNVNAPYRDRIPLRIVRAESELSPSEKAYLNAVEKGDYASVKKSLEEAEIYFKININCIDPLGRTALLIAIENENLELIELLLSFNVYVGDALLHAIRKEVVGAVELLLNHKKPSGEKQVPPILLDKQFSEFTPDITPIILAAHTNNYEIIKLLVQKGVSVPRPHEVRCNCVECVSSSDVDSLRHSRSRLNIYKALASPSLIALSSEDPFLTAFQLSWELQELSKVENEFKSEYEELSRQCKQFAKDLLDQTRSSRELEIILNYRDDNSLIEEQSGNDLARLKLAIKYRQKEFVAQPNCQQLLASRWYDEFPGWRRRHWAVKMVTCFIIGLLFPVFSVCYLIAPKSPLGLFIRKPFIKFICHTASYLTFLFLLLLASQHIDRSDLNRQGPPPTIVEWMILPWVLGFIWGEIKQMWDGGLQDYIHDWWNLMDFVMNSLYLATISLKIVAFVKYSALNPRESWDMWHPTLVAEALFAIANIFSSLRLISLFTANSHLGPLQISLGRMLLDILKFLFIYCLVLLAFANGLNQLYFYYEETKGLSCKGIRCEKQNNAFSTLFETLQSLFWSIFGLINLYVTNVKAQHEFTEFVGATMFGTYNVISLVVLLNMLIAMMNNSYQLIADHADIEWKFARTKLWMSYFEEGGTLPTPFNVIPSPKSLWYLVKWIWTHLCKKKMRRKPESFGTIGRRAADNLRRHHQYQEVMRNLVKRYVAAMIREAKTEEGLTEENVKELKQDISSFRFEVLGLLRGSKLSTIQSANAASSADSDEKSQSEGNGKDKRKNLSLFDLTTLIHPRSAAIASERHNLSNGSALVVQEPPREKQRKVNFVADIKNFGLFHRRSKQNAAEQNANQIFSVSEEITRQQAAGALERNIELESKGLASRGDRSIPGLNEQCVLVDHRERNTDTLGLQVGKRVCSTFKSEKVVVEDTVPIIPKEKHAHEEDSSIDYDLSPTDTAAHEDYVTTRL
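Assay system: HEK293 stable line with TRPC4beta plus mu-opioid receptor; schedule: 45 min room-temperature Fluo4 loading, 110 s read; technique: kinetic Fluo4 calcium fluorescence; evaluation: integrated baseline-normalised fluorescence ratio, converted to per-well B score; controls: buffer (low) and maximal DAMGO (high)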
TRPC6 activator: mouse TRPC6 channel activation. actives 0.13% (n = 310,000). Q61143. B-score at 10 µM. HEK293-TRPC6 membrane potential dye fluorescence; hits give high values;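 active = B-score of the integrated fluorescence ratio above library mean plus 3 SD, and starting fluorescence ratio within library mean plus 5 SD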;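 also: higher score means more depolarization so channel activation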
MrgX1 PAM: allosterically activates human MrgX1 receptor signaling; MrgX1-HEK293, Fluo-4 calcium flux, FDSS; hits give high values; Q96LB2; actives 0.63% (n = 310,000); B-score at 10 µM;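 active = plate-corrected calcium response at least 3 library SD above typical, normal starting fluorescence, not activating the receptor alone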;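 also: compound read alongside a low EC10 to EC30 dose of BAM8-22 agonist; peak minus trough fluorescence over baseline measured at the second addition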
PolyA inh: yeast polyadenylation inhibition; AID 1875; S. cerevisiae SKY197-pL101 polyadenylation reporter, beta-gal luminescence; efflux-impaired pdr1/pdr3 knockout yeast; score 100 = 6 SD above DMSO; actives 0.02% (n = 300,000); calls only at 12 µM;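 active = lowest replicate activity score at least 50, where 100 means six control SD above control mean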;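 also: yeast exposed to compound for 9 h at 30 °C; higher score means more reporter readthrough which indicates perturbed polyadenylation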
TRPC4 PAM: allosteric potentiators of mouse TRPC4 channel. HEK293 TRPC4beta/mu-opioid, DAMGO EC20, Fluo-4 Ca2+ flux; hits give high values. B-score at 10 µM. actives 0.42% (n = 310,000). AID 2227;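 active = B-score of calcium response area above 5 SD of library B-scores, with initial fluorescence ratio within 5 SD of library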;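 also: B-score of integrated fluorescence ratio over time as area under calcium response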
HIF activator: HIF pathway transcriptional activation; AID 1910; actives 0.32% (n = 300,000); activation, % at 7.5 µM (by protocol); U2OS HRE-luciferase reporter, luminescence; normalized: DMSO 0%, desferrioxamine 100%;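 active = mean activation of at least 10% of the iron chelator positive control signal, with at least half of replicates also reaching 10%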
AI-2 QS modul: modulates the Vibrio harveyi AI-2 quorum sensing system. Vibrio harveyi JMH597 AI-2 luminescence/OD600 ratio, 9 h; hits give low values; strain lacks LuxN and CqsS sensors; 0 = neutral-control median. activity change, % at 7.5 µM. actives 0.4% (n = 300,000). AID 2094; in the data active = activity change below about -75%, passing the limit was not always enough;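 also: luminescence divided by OD600 gain over 9 h not by final OD600 alone; inactives centre near 13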
MrgX1 antagonist: blocks BAM8-22 activation of human MrgX1 receptor; Q96LB2; MRGX1-HEK293 calcium flux, Fluo-4, BAM8-22 antagonism; hits give low values; B-score at 10 µM; actives 1.3% (n = 310,000); AID 588676;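 active = calcium-response B-score plate-corrected more than 3 library SD below zero, starting fluorescence within 5 deviations, no agonist response on first addition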;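 also: peak minus trough fluorescence over baseline after final BAM8-22 challenge near maximal dose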
TRPC4 inh: inhibitors of mouse TRPC4 channel; Q9QUQ5; HEK293 TRPC4beta/mu-opioid, DAMGO-evoked Fluo4 calcium flux; hits give low values; B-score at 10 µM; actives 0.39% (n = 300,000); AID 2247;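 active = B-score over 3 SD under the library average, no early fluorescence shift, positive overall ratio signal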
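Test system – stable TRPC4beta/mu-opioid receptor HEK293 cells · Probe or stimulus – DAMGO, a submaximal dose followed by a maximal one · Dosing – one concentration per compound · Signal – Fluo4 calcium fluorescence by kinetic imaging, 5 s 1 Hz baseline · Evaluation – per-well B score of integrated baseline-normalized Fluo4 ratio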
TRPC6 inh: blocks the mouse TRPC6 cation channel. B-score at 10 µM. AID 2553. actives 1.1% (n = 310,000). HEK293-TRPC6, membrane potential dye, ACh-evoked depolarization; hits give low values. Q61143;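 active = B-score under library mean minus 3 SD, initial fluorescence not abnormally high, positive integrated signal ratio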;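 also: B-score derived from integrated fluorescence ratio over the kinetic read; more negative B-score means stronger inhibition of depolarization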
MrgX1 ag: agonists of human MrgX1 receptor. B-score at 10 µM. MrgX1-HEK293 cells, Fluo-4 calcium fluorescence, agonist mode; hits give high values. AID 588627. actives 0.44% (n = 310,000);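 active = calcium response B-score plate-corrected fluorescence ratio at least 3 library SD, with starting fluorescence B-score inside 5 SD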
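Test system: Stable human MrgX1 HEK293 cell line | Schedule: Overnight plating before 1 h dye loading | Read-out basis: Baseline-normalised fluorescence change ratio, B-scored | Detection: Kinetic calcium dye fluorescence, Fluo-4 NW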
An asterisk follows results filed as active; i = inactive; x = no result given. Not all compounds are listed; count on the stated rates, not on these rows.

SMILES	TRPC4 act	TRPC6 activator	MrgX1 PAM	PolyA inh	TRPC4 PAM	HIF activator	AI-2 QS modul	MrgX1 antagonist	TRPC4 inh	TRPC6 inh	MrgX1 ag
COc1ccc(-c2csc3ncnc(N4CCN(Cc5ccccc5)CC4)c23)cc1	i	i	i	i	i	0.4	10	i	i	i	i
COc1ccc(NC(=O)c2cccc(S(=O)(=O)NCc3ccco3)c2)c(OC)c1	i	i	i	i	i	-0.6	18	i	i	i	i
O=C(NCc1ccco1)c1cccc(Br)c1	i	i	i	i	i	-0.7	21	i	i	i	i
COc1ccc(/C=C/C(=O)Nc2c(C)nn(C)c2C)cc1COc1ccc(Cl)cc1Br	i	i	i	i	i	-0.4	6	i	i	i	i
COC(=O)c1ccc(Oc2nc(NC(C)(C)C)nc(N3CCOCC3)n2)cc1	i	i	i	i	i	-0.1	17	i	i	i	i
Cc1ccccc1/C=N/NC(=O)Cc1ccc(Cl)cc1	i	i	i	i	i	0.0	11	i	i	i	i
CCOC(=O)N1CCC(NC(=O)CS(=O)(=O)Cc2nc(-c3ccc(OC)cc3)oc2C)CC1	i	i	i	i	i	0.0	-12	i	i	i	i
Cc1nn2c(N3CCOCC3)c3c(nc2c1-c1ccccc1)CCCC3	i	i	i	i	i	-0.1	23	i	i	i	i
CC(=O)c1sc(NS(=O)(=O)c2ccc(C)cc2)nc1-c1ccccc1	i	i	16*	i	i	-0.1	36	i	i	i	i
O=C(O)c1ccc(S(=O)(=O)NCc2ccc3c(c2)OCO3)cc1	i	i	i	i	i	-0.3	27	i	i	i	i
COc1ccc(/C=C(/C#N)c2cccnc2)cc1OC	i	i	i	i	i	-0.3	15	i	i	i	i
CC(=O)N(C)c1ccc(NC(=S)Nc2ccccc2)cc1	i	i	i	i	i	1.6	-5	i	i	i	i
COc1ccc(C(=O)CNc2cccc(F)c2)cc1	i	i	i	i	i	-22	14	i	i	i	i
COc1cc(C2C(=O)N(C3CCCC3)CC(=O)N2Cc2ccco2)ccc1OC(C)C (configuration not stated)	i	i	i	i	i	-0.4	5	i	i	i	i
CCOCCn1cnc2sc(C(=O)NCC(=O)OCC)c(C)c2c1=O	i	i	i	i	i	1.0	12	i	i	i	i
Cc1ccc(S(=O)(=O)C2(S(=O)(=O)c3ccc(C)cc3)CCCC2)cc1	i	i	i	i	i	-0.7	8	i	i	i	i
CCSc1nc2c(c(=O)n1Cc1ccccc1)SC(C)C2 (configuration not stated)	i	i	i	i	i	-0.5	36	i	-6*	i	i
COc1ccccc1CNS(=O)(=O)c1c(C)[nH]c(=O)[nH]c1=O	i	i	i	i	i	-0.2	7	i	i	i	i
COC(=O)/C(=C/c1cccc([N+](=O)[O-])c1)NC(=O)c1ccc(OC)cc1	i	i	i	i	i	1.1	-6	i	i	i	i
Cc1ccc(C2=N/C(=C\c3cccnc3)C(=O)O2)cc1	i	i	i	i	i	0.3	14	i	i	i	i
O=C1CN(CC(=O)Nc2ccc(SC(F)F)cc2)CCN1	i	i	i	i	i	-0.3	21	i	i	i	i
O=C(O)c1ccc2c(c1)SC1=NS(=O)(=O)CCN12	i	i	i	i	i	-0.4	14	-14*	i	i	i
COc1ccc(C2(C(=O)Nc3ccc(C)c(C)c3)CCOCC2)cc1	i	i	i	i	i	-0.6	-8	i	i	i	i
C=CCOc1ccc(CNC(C)(C)CO)cc1OC	i	i	i	i	i	-0.4	0	i	i	i	i
O=C1Nc2cc(Cl)c(Cl)cc2N(O)N1c1ccc(Cl)cc1	i	i	i	i	i	2.9	12	i	i	i	i
c1ccc(CCN=C2CCCc3c2[nH]c2ccccc32)cc1	155*	i	i	i	i	-0.4	20	i	i	i	i
COc1ccc(C(CCN2CCCC(C)C2)c2c(OC)cc(OC)c3c(C)cc(=O)oc23)cc1 (configuration not stated)	i	i	i	i	i	0.0	5	i	i	i	i
Cc1ccnc(NC(=O)c2ccc(Cl)cc2Cl)n1	i	i	i	i	i	0.2	4	i	i	i	i
CCOc1ccc(-c2csc(NC(=O)c3ccco3)n2)cc1	i	i	i	x	i	3.1	21	i	i	i	i
CC(C)n1c(NCc2cccs2)nc2ccccc21	i	i	i	i	i	-0.2	16	i	x	i	i

Record cards, from the list above. Order of values: TRPC4 act	TRPC6 activator	MrgX1 PAM	PolyA inh	TRPC4 PAM	HIF activator	AI-2 QS modul	MrgX1 antagonist	TRPC4 inh	TRPC6 inh	MrgX1 ag
Cc1ccc(C2=N/C(=C\c3cccnc3)C(=O)O2)cc1 is entered as i	i	i	i	i	0.3	14	i	i	i	i
Cc1ccc(S(=O)(=O)C2(S(=O)(=O)c3ccc(C)cc3)CCCC2)cc1 is entered as i	i	i	i	i	-0.7	8	i	i	i	i

(more compounds)
SMILES	TRPC4 act	TRPC6 activator	MrgX1 PAM	PolyA inh	TRPC4 PAM	HIF activator	AI-2 QS modul	MrgX1 antagonist	TRPC4 inh	TRPC6 inh	MrgX1 ag
c1ccc(CSc2nnc(-c3cccs3)o2)cc1	i	i	i	i	i	1.5	-90*	i	i	i	i
Cc1c(/C=C(\CC(=O)O)c2nc3ccccc3s2)cc(C#N)n1C	i	i	i	i	i	0.4	55	i	i	i	i
O=C(NC(NC1CCS(=O)(=O)C1)C(=O)c1ccccc1)c1ccc(Cl)cc1 (configuration not stated)	i	i	i	i	i	x	30	i	i	i	i
Cc1ccccc1CSc1nc2c(c(=O)[nH]1)CCCC2	i	i	i	i	i	2.1	19	i	i	i	i
CCOC(=O)c1ccc(N2C(=O)CC(NC3CCN(C(=O)c4ccc(F)cc4)CC3)C2=O)cc1 (configuration not stated)	i	i	i	i	i	-0.1	20	i	i	i	i
CC1CCC(C(=O)NC(C(=O)N2CCC(N3CCCCC3)CC2)C(C)C)CC1 (configuration not stated)	i	i	i	i	i	0.1	24	i	i	i	i
COc1ccc(S(=O)(=O)Nc2cccc(-c3ccc4nncn4n3)c2)cc1	i	i	i	i	i	0.7	33	i	i	i	i
Cc1ccc(C)c(NC(=O)CSc2nnc(-c3ccccc3)n2N)c1	i	i	i	i	i	0.4	17	i	i	i	i
C=CCNC(=O)CSc1nnc(-c2ccccn2)n1Cc1ccccc1	i	i	i	i	i	-0.3	12	i	i	i	i
O=C(CSc1nnc(CNC(=O)C23CC4CC(CC(C4)C2)C3)n1-c1ccccc1)Nc1ccccc1	i	i	i	i	i	-0.2	38	i	i	i	i
C[C@@H](N)C(=O)NC[C@H]1CC[C@H](C(=O)N[C@@H](Cc2ccccc2)C(=O)O)CC1	i	i	i	i	i	1.4	6	i	i	i	i
CC(=O)N1CCN(S(=O)(=O)c2cccc(C(=O)Nc3ccc4c(c3)CCC4)c2)CC1	i	i	i	i	i	-6.4	-17	i	i	i	i
Cc1cc(C)c2oc(C(=O)Nc3ccc(S(=O)(=O)N4CCCC(C)C4)cc3)cc(=O)c2c1 (configuration not stated)	i	i	i	i	i	0.1	14	i	i	i	i
CN(/C=C/C(=O)C(F)(F)C(F)(F)F)Cc1ccccc1	i	i	i	i	i	0.5	27	i	i	i	i
NNc1ncnc2sc3c(c12)CCC3	i	i	i	i	i	0.7	17	i	i	i	i
Cc1cc(S(=O)(=O)NC2CCCC2)ccc1-n1cnnn1	i	i	i	i	i	0.1	0	i	i	i	i
CCCNS(=O)(=O)c1cccc(C(=O)NNC(=O)c2cc(C)oc2C)c1	i	i	i	i	i	0.6	-9	i	i	i	i
CCOc1ccc(OCCCC(=O)N(C)CC(=O)Nc2ccc(N3CCOCC3)cc2)cc1	i	i	i	i	i	1.5	3	i	i	i	i
Cc1cccc(N2CCN(S(=O)(=O)c3ccc4c(c3)CC(=O)N4C)CC2)c1C	i	i	i	i	i	0.2	8	i	i	i	i
CSc1nc2ccccc2cc1/C=C(\C#N)c1ccc(Cl)c(Cl)c1	i	i	i	i	i	-0.2	8	i	i	i	i
Cc1ccc(C(C#N)c2ccc(C(=O)c3ccc(F)cc3)cc2)cc1 (configuration not stated)	i	i	i	i	i	0.1	10	i	i	i	i
c1ccc(CN2CCC(N3CCC(N4CCCCCC4)CC3)CC2)cc1	i	i	i	i	i	-0.2	x	i	i	i	i
O=C(O)c1ccc(Sc2nnc3ccccn23)c([N+](=O)[O-])c1	i	i	i	i	i	1.0	20	i	i	i	i
COc1ccc(CCN2CCCC(CN(C)Cc3cc(OC)c(OC)c(OC)c3)C2)cc1 (configuration not stated)	i	i	i	i	i	-0.2	14	i	i	i	i
O=C(NCCCN1CCCC1=O)c1cn(-c2ccccc2)nc1-c1ccccc1	i	i	i	i	i	0.6	36	i	i	i	i
O=C(CN(c1ccc(F)cc1)S(=O)(=O)c1ccccc1)NC1CC2CCC1C2 (configuration not stated)	i	i	i	i	i	0.0	39	i	i	i	i
CCOCC(=O)Nc1cc([N+](=O)[O-])ccc1C	i	i	i	i	i	-0.1	-3	i	i	i	i
COC(=O)c1ccc(/C=N\NC(=O)c2c(C)nc3ccc(Cl)cn23)cc1	i	i	i	i	i	0.4	13	i	i	i	i
Cc1cc(Cl)c(S(N)(=O)=O)cc1OCC(N)=O	i	i	i	i	i	0.3	-2	i	i	i	i
COc1cc(NC(=O)COC(=O)CNC(=O)c2ccc(Cl)cc2)c(C)cc1[N+](=O)[O-]	i	i	i	i	i	0.5	5	i	i	i	i
COc1ccc2[nH]c(C(=O)N3CCN(c4ccccc4F)CC3)c(C)c2c1	i	i	i	i	i	-39	27	i	i	i	i
CC1CCCN(C(=O)C2CCN(Cc3ccc4c(c3)OCO4)CC2)C1 (configuration not stated)	i	i	i	i	i	-0.5	2	i	i	i	i
O=C(Nc1ccccc1)ON=C1c2ccccc2-c2ccccc21	i	i	i	i	i	1.7	-17	i	i	i	i
COc1ccc(NC(=O)Cn2cc(C(=O)c3ccco3)c3ccccc32)cc1	i	i	i	i	i	-0.2	38	i	i	i	i
Cc1ncc([N+](=O)[O-])n1CC(=O)Nc1ccc(F)cc1	i	i	i	i	i	1.7	21	i	i	i	i
CC(C)OC(=O)Nc1ccc2c(c1)N(C(=O)CCN1CCN(CCO)CC1)c1ccccc1CC2	i	i	i	x	i	0.3	10	i	i	i	i
CC1(C)CC(=O)c2c(S(C)(=O)=O)sc(Br)c2C1	i	i	i	i	i	-0.2	6	i	i	i	i
